# GLS inhibitor – blocks human kidney-isoform glutaminase activity | Potency, µM (titrated, usually from 45.5 µM), for inactives: at the highest dose activity change, negative = inhibition, most hits filed as inhibitors | 410,000 compounds, 0.21% hits | AID 624170 | GLS enzymatic activity, qHTS titration; note: potency is the fitted concentration of half-maximal effect; % is set by controls: 0 for no effect and ±100 for the full control effect
#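 hKGA; 45 mM KH2PO4 pH 8.2 + 0.02% Tween-20; cpd via pin tool; 1 mM Gln soln; GluOx/HRP/Amplex Red; RT 30 min; fluor. t0 & final.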
# HP1b binding inh – blocks HP1-beta chromodomain binding to methylated histone tails. 390,000 compounds, 0.56% hits. Potency, µM (titrated, usually from 114 µM), for the others: at the highest dose activity change, negative = inhibition, most hits filed as inhibitors. P83916. AlphaScreen HP1-beta / biotin-H3K9me3 peptide binding. AID 540317; note: potency is the fitted concentration of half-maximal effect; nearly all actives have a fitted effect of over 70% in size; inactives centre near 23
# Target sequence (P83916 whole entry, looked up): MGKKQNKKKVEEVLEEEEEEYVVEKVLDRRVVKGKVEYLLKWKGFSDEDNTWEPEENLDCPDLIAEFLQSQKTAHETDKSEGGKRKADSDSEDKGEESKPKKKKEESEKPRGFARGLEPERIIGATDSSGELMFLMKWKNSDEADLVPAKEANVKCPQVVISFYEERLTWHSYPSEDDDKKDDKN
#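 Compound inhibition of the preformed complex between 50 nM HP1-beta and 50 nM biotinylated H3K9me3 peptide was read by AlphaScreen. Buffer was PBS pH 7.4 with 0.01% Tween-20. Incubations ran 30 min at room temperature, with 10 ug/mL donor/acceptor beads.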
# PI4K2A inh – PI4K2A (human) kinase inhibition; Q9BTU6; purified PI4K2A, ADP-Glo luminescence, 1 h; stronger effect = lower value; activity change, negative = inhibition, % at 76.9 µM; 420,000 compounds, 0.13% hits; in the data active = activity change below about -50%; inconclusive = mostly about -30% to -49%;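 note: -100% = wells without enzyme as full effect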
# Target sequence (Q9BTU6 whole entry, looked up): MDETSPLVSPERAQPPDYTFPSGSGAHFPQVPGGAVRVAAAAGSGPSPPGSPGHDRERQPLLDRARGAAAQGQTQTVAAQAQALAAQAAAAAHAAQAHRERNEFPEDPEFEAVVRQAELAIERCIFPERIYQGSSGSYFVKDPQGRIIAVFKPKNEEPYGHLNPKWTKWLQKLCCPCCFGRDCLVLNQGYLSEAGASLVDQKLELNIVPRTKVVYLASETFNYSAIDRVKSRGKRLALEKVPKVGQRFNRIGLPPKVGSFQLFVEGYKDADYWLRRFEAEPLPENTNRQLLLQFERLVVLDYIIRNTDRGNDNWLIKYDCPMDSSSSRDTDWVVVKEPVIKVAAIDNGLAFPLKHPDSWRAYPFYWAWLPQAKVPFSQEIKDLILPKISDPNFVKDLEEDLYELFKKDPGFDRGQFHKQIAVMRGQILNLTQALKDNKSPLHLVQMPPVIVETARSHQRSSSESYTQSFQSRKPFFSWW
#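 PI4K2A activity was measured by ADP-Glo luminescence: enzyme (4 ug/mL stock) and phosphatidylinositol (1.2 mM stock) in Tris pH 7.5/MgCl2/EGTA/Triton X-100 buffer were reacted with ATP (300 microM stock) for one hour at ambient temperature.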
# G9a inh – inhibitors of human histone lysine methyltransferase G9a; Q96KQ7; G9a H3K9 monomethylation, AlphaScreen, 2 h; Potency, µM (doses to about 102 µM), for inactives: at the highest dose activity, negative = inhibition, actives largely listed as inhibitors; 350,000 compounds, 8.8% hits; AID 504332; note: potency is the fitted concentration of half-maximal effect; % is set by controls: 0 for no effect and ±100 for the full control effect; nearly all actives have a fitted effect of over 75% in size
#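 AlphaScreen read-out: biotin-H3K9 peptide (500 nM) methylation by 20 nM enzyme with 20 uM SAM, 2 h at room temperature after 15 min compound preincubation; anti-monomethyl H3K9 antibody plus donor/acceptor beads, 10 min dark.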
# ERG-DNA inh – inhibitors of human ERG Ets domain-DNA interaction; fluorescence polarization, His-ERG Ets domain / labelled DNA; Potency, µM (titrated, usually from 76.9 µM), for inactives: at the highest dose FP activity, negative = inhibition, most hits filed as inhibitors; 370,000 compounds, 0.028% hits; AID 624246; active = well fitted inhibition curve with a large enough effect in the polarisation, with a control signal flat; inconclusive = small, poorly fitted or top-dose-only effect, or effect the other way, or a change in a side signal; inactive = no such curve, though single readings can be large or run the other way; the % refers to the polarisation;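 note: polarization taken with two DNA probes labelled with fluorescein and Texas red; potency is the fitted concentration of half-maximal effect; % of control where 0% means no effect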
#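 His-tagged ERG Ets domain (1 uM in the protein solution; 300mM KCl, 50mM Tris-HCl, 1mM EDTA, 1mM DTT, pH 7.5) received compound, then a probe mix of 5 nM fluorescein-DNA and 100nM Texas-615-DNA. Fluorescence polarization was read for both dyes.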
# BAZ2B inh – blocks human BAZ2B; AlphaScreen BAZ2B-H3K14Ac peptide displacement; Potency, µM (series often up to 114 µM), inactives show at the top dose activity change, negative = inhibition, actives largely listed as inhibitors; 360,000 compounds, 4.4% hits; note: potency is the fitted concentration of half-maximal effect; % is set by controls: 0 for no effect and ±100 for the full control effect; nearly all actives have a fitted effect of over 60% in size
#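 BAZ2B (50 nM) with biotin-H3(5-23)K14Ac peptide (50 nM) in PBS pH 7.4, 0.01% Tween-20, preformed 30 min, then compound 30 min at room temperature; top concentration 110uM. AlphaScreen streptavidin donor/nickel chelate acceptor beads (10 ug/mL final), 20 min dark, signal read.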
# RGS4 inh – human RGS4 inhibition; 390,000 compounds, 0.039% hits; Transcreener GDP fluorescence polarization, RGS4-accelerated GTP hydrolysis; Potency, µM (doses to about 114 µM), for inactives: top-dose activity change, negative = inhibition, actives largely listed as inhibitors; note: potency is the fitted concentration of half-maximal effect; % is set by controls: 0 for no effect and ±100 for the full control effect; nearly all actives have a fitted effect of over 75% in size; some results filed as inactive show a strong effect at the top dose
# Target sequence (P49798 whole entry, looked up): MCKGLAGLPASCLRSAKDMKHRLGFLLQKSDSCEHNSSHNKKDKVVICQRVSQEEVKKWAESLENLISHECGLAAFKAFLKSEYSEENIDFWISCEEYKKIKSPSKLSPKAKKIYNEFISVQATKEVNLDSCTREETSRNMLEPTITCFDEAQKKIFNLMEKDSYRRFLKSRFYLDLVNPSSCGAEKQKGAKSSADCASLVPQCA
#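 MLSMR compounds (23 nl, pin-transferred) preincubated 10 min at room temperature with a 500nM (2x) first reagent, then RGS4 at 900nM (2x) plus Transcreener GDP mix added; fluorescence polarization (620/688 nm) read before and after 90 min at 30 °C.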
# JMJD2A Tudor inh – inhibitors of human JMJD2A Tudor domain; AlphaScreen JMJD2A-Tudor / H3K4me3 peptide binding; 390,000 compounds, 4.4% hits; AID 504339; Potency, µM (doses to about 114 µM), without a hit: top-dose activity change, negative = inhibition, most hits filed as inhibitors; note: potency is the fitted concentration of half-maximal effect; % is set by controls: 0 for no effect and ±100 for the full control effect; nearly all actives have a fitted effect of over 50% in size
# 12-LOX inh – inhibitors of human 12S-lipoxygenase ALOX12; AID 1671190; P18054; purified 12hLO, xylenol orange hydroperoxide absorbance; Potency, µM (series often up to 108 µM), for the others: at the highest dose activity change, negative = inhibition, actives largely listed as inhibitors; 580,000 compounds, 1.1% hits; note: potency is the fitted concentration of half-maximal effect; % is set by controls: 0 for no effect and ±100 for the full control effect
#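 Purified human 12hLO at 150 nM in 25 mM Hepes, 0.01% Triton X-100, pH 7.0, preincubated 15 min at room temperature with compound. Reaction started with 40 uM arachidonic acid, 30 min at room temperature. Hydroperoxide measured by Fe-xylenol orange, 573/405 nm absorbance ratio.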
# * = called active by the depositor; ? = inconclusive; nt = not tested or not shown; & = joins results of further samples; [ ] = dose if it differs, or a comment. Unless noted, calls come from the whole dose curve; as a rule, active = well fitted curve in the direction sought with a large enough effect; inconclusive = small, poorly fitted or top-dose-only effect, or another doubt; inactive = no such curve, though single readings can be large; an effect the other way counts as inactive or inconclusive. Not all compounds are listed; rates above refer to the full screens.
# The opening three compounds, ahead of the listing:
SMILES,GLS inhibitor,HP1b binding inh,PI4K2A inh,G9a inh,ERG-DNA inh,BAZ2B inh,RGS4 inh,JMJD2A Tudor inh,12-LOX inh
Cc1cccn2c(=O)cc(COc3cccc(NC(=O)c4ccccc4F)c3)nc12,9%,11%[57 µM],1,-17%[59 µM],-4%,-27%,-32%,?,?
CCOc1ccc(NC(=S)Nc2ccc(OCC)cc2)cc1,8%&-11%,31%,3,3%[12.7 µM],11%,-19%,-3%,-9%,?
O=C(CN1CCN(S(=O)(=O)c2ccc(F)cc2)CC1)Nc1ccccc1C(=O)NC1CC1,4%,20%,2,3%,3%,9%,8%,0%,0%

# The listing (from the top)
SMILES,GLS inhibitor,HP1b binding inh,PI4K2A inh,G9a inh,ERG-DNA inh,BAZ2B inh,RGS4 inh,JMJD2A Tudor inh,12-LOX inh
Cc1cccn2c(=O)cc(COc3cccc(NC(=O)c4ccccc4F)c3)nc12,9%,11%[57 µM],1,-17%[59 µM],-4%,-27%,-32%,?,?
CCOc1ccc(NC(=S)Nc2ccc(OCC)cc2)cc1,8%&-11%,31%,3,3%[12.7 µM],11%,-19%,-3%,-9%,?
O=C(CN1CCN(S(=O)(=O)c2ccc(F)cc2)CC1)Nc1ccccc1C(=O)NC1CC1,4%,20%,2,3%,3%,9%,8%,0%,0%
CNC(=O)c1ccc(OCc2ccccc2)c(OC)c1,2%,27%,2,2%[59 µM],-3%,2%,-16%,-10%,0%
COc1ccc2nc(SCC(=O)Nc3ccc4c(c3)OCCO4)[nH]c2c1,1%,24%,-3,?,0%,-28%,9%,-13%,8%
CCc1ccc(NC(=O)CN2C(=O)c3cccc4cccc2c34)cc1,-9%,24%,-2,3%[59 µM],0%,1%,-2%,-1%,-25%
CC(C)[C@H](NC(=O)N1c2ccccc2NC(=O)[C@@H]1C(C)C)C(=O)N1CCC[C@H]1C(=O)O,-2%,6%,4,21%[12.7 µM],-3%,?,-2%,-14%,14%
CCOC(=O)c1c(NCCN(C)C)c2ccccc2[nH]c1=O,-8%,47%[activator],3,?,10%,2%,-9%[11.4 µM],9%[11.4 µM],-11%
O=C(Nc1nnc(S(=O)(=O)N2CCCCCC2)s1)c1ccc(Cl)cc1,13%&4%,36%&5%,-7&1,30%,-7%&-8%,?,25%&11%,?,-1%&-8%
CC(=O)O[C@H]1C(=O)[C@@]2(C)[C@H]([C@H](OC(=O)c3ccccc3)[C@]3(O)C[C@H](OC(=O)[C@H](O)C(NC(=O)c4ccccc4)c4ccccc4)C(C)=C1C3(C)C)[C@]1(OC(C)=O)CO[C@@H]1C[C@@H]2O (stereo partly specified),-3%,43%[activator],-3,12%[12.7 µM],-3%,-18%,-3%,-8%,-5%
Cc1cc2nc(CS)[nH]c2cc1C,-2%,12%,2,10µM*,-3%,-13%,-31%,-20%,0%
CCCCOC(=O)Nc1nnc(Cc2ccc(Cl)cc2)s1,2%,23%,-1,3%,-4%,-3%,11%,-9%,1%
CNC(=O)NC(=O)CSc1ccc(NC(C)=O)cc1,-11%,9%,6,-9%[59 µM],-3%,-4%,-46%,-26%,7%
CC(=O)c1sc(NCc2ccccc2)nc1C,-11%,16%,1,71µM*,5%,?,-9%,-17%,-25%
CCc1ccc(CNC(=O)c2ccc(CSc3nc4ccncc4n3Cc3ccc(OC)cc3)cc2)cc1,?,7%,3,?,-5%,-34%,21%,-22%,-15%
CC(C)C(NC(=O)c1ccc2c(c1)OCCO2)c1nc2ccccc2[nH]1 (stereo unspecified),-2%,23%,-2,10%,10%,-2%[57.1 µM],43%,-26%,-2%
O=C(NCCNC(=O)c1ccc(Cl)cc1Cl)c1cnccn1,10%,2%,7,-2%,-7%,2%,4%,-1%,0%
CCCNC(=O)Cn1c(=O)c2cccn2c2cccnc21,-8%,38%,-3,-4%[59 µM],7%,6%,35%,-19%,-15%
CC(=O)c1ccc(N2CCN(CC3CCCCC3)CC2)cc1,5%,?,1,50µM*,1%,?,4%,35µM*,?
CN1OC[C@@H]2CN(C(=O)CCc3ccccc3)[C@H](c3cccc(N4CCOCC4)c3)C[C@@H]21,9%,16%,-1,nt,-1%,nt,-1%,-18%,-6%
Cc1cnc(C(=O)OCC(=O)N2c3ccccc3NC(=O)C2(C)C)cn1,-4%,34%,1,-6%,-2%,-24%,13%,-5%,?
O=C(Nc1ccc(S(=O)(=O)Nc2nccs2)cc1)c1nn(-c2ccc(F)cc2)ccc1=O,-9%,-15%,-23,?,-2%,25µM*,-3%,56µM*,-17%
O=C(C1=C[C@@H](c2ccccc2)C[C@@H](OCCCCO)O1)N1CCOCC1,18%,28%,-2,1%[59 µM],0%,-3%,15%,-6%,3%
CCOC(=O)N1CCC(N2Cc3cccc(C(=O)NCc4ccccc4OC)c3C2=O)CC1,0%,22%,2,?,-7%,-21%,-19%,0%,0%
CCC(C)[C@H](NC(=O)N1CC(=O)Nc2ccccc21)C(=O)N[C@H](Cc1ccccc1)C(=O)O (stereo partly specified),-7%,31%,3,?,1%,-26%,3%,-6%,5%
SMILES,GLS inhibitor,HP1b binding inh,PI4K2A inh,G9a inh,ERG-DNA inh,BAZ2B inh,RGS4 inh,JMJD2A Tudor inh,12-LOX inh
CCOC(=O)c1[nH]c2ccccc2c1NC(=O)CCN1CC(C)OC(C)C1 (stereo unspecified),18%,29%,0,0%,-9%,-3%,10%[56.9 µM],14%[57.1 µM],0%
COCc1[nH][nH]c(=O)c1/C=N/N1CCOCC1,16%,26%,-6,-6%,6%,?,-1%,5%,-2%
O=C(COc1ccccc1)Nc1nc(-c2ccncc2)cs1,1%,-19%,-2,8.9µM*,-4%,-13%,-7%,-6%,66%[activator]
COc1cc2c(cc1OC)C(COc1ccccc1OC)N(C(=O)c1ccc(S(=O)(=O)N(C)C)cc1)CC2 (stereo unspecified),4%,41%[activator],4,-1%[59 µM],0%,?,25%,-32%,-10%
Cc1ccc(S(=O)(=O)NN2C(=O)/C(=C/c3cccs3)SC2=S)cc1,3%,-14%,-1,20µM*,-3%,?,9%,?,?
CC(C(=O)Nc1ccc(OCc2ccccc2)cc1)N1CCCC1 (stereo unspecified),-4%,23%,-1,?,8%,2%,-11%,-23%,0%
O=C(Nc1cccc(Cl)c1)c1ccc2c(=O)n3c(nc2c1)CCCCC3,0%,13%,-5,-7%[12.7 µM],16%,-2%,-9%,-20%,-6%
COc1ccc(C(=O)Nc2cc3c(cc2OC)CCCC3)cc1Br,3%,56%,-6,19%[59 µM],1%,12%,-24%,0%,0%
CCOC(=O)c1cc2c(=O)n3ccccc3nc2n(C(C)C)c1=NC(=O)c1ccncc1,-2%,-7%,-1,56µM*,1%,0%,-17%[11.4 µM],?,?
Cc1cccc(NC2=NC3(CCCCC3)N=C(N)N2)c1,7%,14%,-9,nt,2%,nt,33%,-10%,-8%
O=S1(=O)CCOC[C@H](c2ccccc2)N1Cc1cccc(F)c1,-6%,48%[activator],2,nt,8%,6%,11%,-8%,1%
Cc1ccc(SCCC(=O)N2CCCC2)cc1,-5%,22%,-1,-8%[12.7 µM],nt,-19%,-6%,-9%,-8%
COc1ccc(OC)c(-c2nnc(SCC(=O)N3CCOCC3)o2)c1,-5%,34%,-3,2%,-13%,5%,6%,3%,2%
Cc1ccc(NCc2nnc(SCC(=O)Nc3cccc(O)c3)n2CC2CCCO2)c(C)c1 (stereo unspecified),-2%,-8%,2,56µM*,-2%,?,-11%,?,-11%
COC1=CC(=O)OC(c2ccco2)C1 (stereo unspecified),-7%,10%,1,nt,-2%,nt,7%,-3%,8%
C#CCNC(=O)C1=C[C@@H](c2ccc(C#C)cc2)C[C@@H](OCCCCO)O1,-4%,22%,-24,nt,11%,nt,-19%,?,?
COc1ccc(N2CCN(c3cc(=O)n(Cc4ccc(F)cc4)c(=O)[nH]3)CC2)cc1,21%,18%,5,-38%,-4%,-3%,-4%,-25%,-16%
COC(=O)c1[nH]c2ccccc2c1NC(=O)C(C)N1CCOCC1 (stereo unspecified),-2%,49%[activator],-1,nt,10%,3%,6%,4%,?

# With a hit mark in JMJD2A Tudor inh, among the entries above:
SMILES,GLS inhibitor,HP1b binding inh,PI4K2A inh,G9a inh,ERG-DNA inh,BAZ2B inh,RGS4 inh,JMJD2A Tudor inh,12-LOX inh
CC(=O)c1ccc(N2CCN(CC3CCCCC3)CC2)cc1,5%,?,1,50µM*,1%,?,4%,35µM*,?
O=C(Nc1ccc(S(=O)(=O)Nc2nccs2)cc1)c1nn(-c2ccc(F)cc2)ccc1=O,-9%,-15%,-23,?,-2%,25µM*,-3%,56µM*,-17%

# An excerpt from above in order of the PI4K2A inh value, high to low:
SMILES,GLS inhibitor,HP1b binding inh,PI4K2A inh,G9a inh,ERG-DNA inh,BAZ2B inh,RGS4 inh,JMJD2A Tudor inh,12-LOX inh
CCOC(=O)c1[nH]c2ccccc2c1NC(=O)CCN1CC(C)OC(C)C1 (stereo unspecified),18%,29%,0,0%,-9%,-3%,10%[56.9 µM],14%[57.1 µM],0%
Cc1ccc(SCCC(=O)N2CCCC2)cc1,-5%,22%,-1,-8%[12.7 µM],nt,-19%,-6%,-9%,-8%
Cc1cccc(NC2=NC3(CCCCC3)N=C(N)N2)c1,7%,14%,-9,nt,2%,nt,33%,-10%,-8%
